High-throughput results from PubChem.
p53 PUMA act: mutant p53 pathway reactivation; SW480 PUMA-promoter luciferase; activation, % at 9.98 µM; hit rate 1.5% among 28,000; in the data active = activation above about 52%; inconclusive = no clear call, values can overlap the other calls
STK33 kin inh: human STK33 kinase inhibition | hit rate 0.44% among 27,000 | ADP-Glo luminescence, MBP substrate | inhibition, % at 12.5 µM; in the data active = inhibition above about 20%; inconclusive = no clear call, values can overlap the other calls
Target sequence (Q9BYT3 whole entry, looked up): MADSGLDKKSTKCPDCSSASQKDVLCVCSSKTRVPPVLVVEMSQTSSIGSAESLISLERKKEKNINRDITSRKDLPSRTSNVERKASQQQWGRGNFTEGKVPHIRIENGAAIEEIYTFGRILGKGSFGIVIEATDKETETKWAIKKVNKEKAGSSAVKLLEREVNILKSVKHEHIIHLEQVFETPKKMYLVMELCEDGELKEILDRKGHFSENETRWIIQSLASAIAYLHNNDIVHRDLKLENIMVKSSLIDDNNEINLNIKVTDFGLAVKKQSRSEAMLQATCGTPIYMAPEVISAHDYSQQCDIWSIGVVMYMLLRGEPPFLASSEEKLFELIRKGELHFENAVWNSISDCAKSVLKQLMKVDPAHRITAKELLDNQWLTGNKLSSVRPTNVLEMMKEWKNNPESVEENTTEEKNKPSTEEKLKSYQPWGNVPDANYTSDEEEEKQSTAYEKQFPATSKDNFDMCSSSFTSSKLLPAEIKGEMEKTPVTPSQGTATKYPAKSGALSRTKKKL
An asterisk follows results filed as active; u = inconclusive; x = no result given. This is a subset, so the mix of outcomes need not match the whole.

SMILES | p53 PUMA act | STK33 kin inh
C[C@@H]1CCCCO[C@H](CN(C)C)[C@H](C)CN([C@H](C)CO)C(=O)c2cc(NC(=O)C3CCCCC3)ccc2O1 | -0.7 | x
C[C@@H]1CN([C@H](C)CO)C(=O)CCCn2nncc2CO[C@@H]1CN(C)C(=O)Nc1ccccc1C(F)(F)F | -5.5 | 1.3
C[C@H]1CCCCO[C@@H](CN(C)Cc2ccc3c(c2)OCO3)[C@@H](C)CN([C@@H](C)CO)C(=O)c2cc(NS(=O)(=O)c3ccccc3)ccc2O1 | -3.8 | x
C[C@@H]1CN([C@H](C)CO)C(=O)Cc2cc(NS(=O)(=O)c3ccc(F)cc3)ccc2O[C@@H]1CN(C)CC1CCCCC1 | x | 0.5
COc1ccccc1CN(C)C[C@H]1OCc2cnnn2CCCC(=O)N([C@H](C)CO)C[C@H]1C | 2.2 | -0.6
CNC[C@H]1Oc2ccc(NS(=O)(=O)c3ccccc3)cc2C(=O)N([C@@H](C)CO)C[C@@H]1C | 8.9 | -3.3
C[C@@H]1CN([C@@H](C)CO)C(=O)c2cc(NC(=O)CCCN(C)C)ccc2O[C@@H](C)CCCCO[C@@H]1CN(C)S(=O)(=O)c1cn(C)cn1 | 3.0 | x
C[C@@H]1CN([C@H](C)CO)C(=O)c2cc(-c3ccc(F)cc3)cnc2O[C@@H]1CN(C)Cc1ccc(F)cc1 | 3.7 | x
CCOc1ccc(S(=O)(=O)NCCN2CCOCC2)cc1C | 3.1 | -4.1
O=C(O)CCS(=O)(=O)c1nc(-c2ccccc2)cc(C(F)(F)F)n1 | 1.4 | -4.3
C[C@@H]1CN([C@H](C)CO)C(=O)c2cc(NC(=O)NC3CCCCC3)ccc2O[C@H]1CN(C)Cc1ccc2c(c1)OCO2 | 2.2 | x
C[C@H]1CN([C@@H](C)CO)C(=O)c2cc(NC(=O)Nc3ccc(F)cc3)ccc2O[C@H]1CN(C)Cc1ccncc1 | -45.7 | -4.2
C[C@H]1CN([C@@H](C)CO)C(=O)Cc2cc(NC(=O)Cc3ccccc3)ccc2O[C@H]1CN(C)S(=O)(=O)c1cccs1 | -0.5 | 0.6
C[C@@H]1CN([C@@H](C)CO)C(=O)Cc2cc(NS(=O)(=O)c3ccc(F)cc3)ccc2O[C@@H]1CN(C)C(=O)Nc1ccc(C(F)(F)F)cc1 | -32.2 | 2.8
COc1ccc(NC(=O)Nc2ccc3c(c2)C(=O)N([C@H](C)CO)C[C@H](C)[C@H](CN(C)C(=O)Nc2ccc(C(F)(F)F)cc2)OCCCC[C@@H](C)O3)cc1 | x | 1.7
C[C@H](CO)N1C[C@H](C)[C@H](CN(C)C(=O)c2cnccn2)Oc2cc(C3=CCCC3)ccc2S1(=O)=O | 3.5 | x
COc1ccc(S(=O)(=O)Nc2cccc3c2O[C@H](CN(C)Cc2ccc(C(=O)O)cc2)[C@H](C)CN([C@@H](C)CO)C3=O)cc1 | 7.0 | x
Cc1cccc(OCC(=O)Nc2cccc(-c3nc4ccccc4[nH]3)c2)c1C | 8.0 | 2.8
C[C@@H]1CCCCO[C@@H](CN(C)CC2CCCCC2)[C@@H](C)CN([C@H](C)CO)C(=O)c2cc(NC(=O)NC3CCCCC3)ccc2O1 | x | -0.4
C[C@@H](NC(=O)C[C@H]1C[C@H]2c3cc(NC(=O)NC4CCCC4)ccc3O[C@H]2[C@H](CO)O1)c1ccccc1 | 6.0 | x

SMILES | p53 PUMA act | STK33 kin inh
O=C(COc1ccc(CO)cc1)Nc1ccc(F)cc1 | 22.5 | 4.7
O=C(CSc1nnc(-c2ccncc2)n1-c1ccc(Cl)cc1)Nc1ccccc1-c1ccccc1 | 4.8 | 0.1
Cc1ccc(-c2cc(C(=O)NCCCN3CCOCC3)no2)cc1 | -10.9 | -0.7
COc1ccc(CN(C)C[C@@H]2Oc3ccc(NS(=O)(=O)c4ccc(C)cc4)cc3CC(=O)N([C@@H](C)CO)C[C@@H]2C)cc1 | 0.4 | 0.8
C[C@@H]1CN([C@H](C)CO)C(=O)CCCn2cc(nn2)CO[C@H]1CN(C)Cc1cccc(C(F)(F)F)c1 | x | 3.1
CCCC#Cc1ccc2c(c1)O[C@@H](CN(C)C(=O)c1ccncc1)[C@@H](C)CN([C@@H](C)CO)S2(=O)=O | 2.3 | x
C[C@H](CO)N1C[C@H](C)[C@@H](CN(C)C(=O)C2CC2)Oc2cc(/C=C/c3ccccc3)ccc2S1(=O)=O | -10.0 | x
COc1cc(NC(=O)C(C)Oc2ccc(Cl)cc2Cl)ccc1NC(=O)c1cc2ccccc2o1 (configuration not stated) | u | 4.4
CO[C@@H](C(=O)N(C)C[C@@H]1OCc2ccccc2-c2c(n(C)c3ccccc23)C(=O)N([C@H](C)CO)C[C@@H]1C)c1ccccc1 | -7.6 | x
O=CN/C=C\c1ccc(O)cc1 | x | -3.2
O=C(CCCC(=O)Nc1ccccc1)Nc1ccccc1 | -4.0 | 0.0
C[C@H]1CN([C@@H](C)CO)C(=O)Cc2cc(NC(=O)CCN3CCOCC3)ccc2O[C@H]1CN(C)S(=O)(=O)c1ccccc1 | 1.2 | 1.9
COc1ccc(CN(C)C[C@@H]2Oc3ccc(NC(=O)CCC(F)(F)F)cc3C(=O)N([C@H](C)CO)C[C@@H]2C)cc1 | -4.2 | x
Cc1nn(CC(=O)Nc2ccc(O)cc2)c(C)c1[N+](=O)[O-] | -4.5 | -0.5
CC(C)NC(=O)N(C)C[C@H]1OCCCC[C@@H](C)Oc2ccc(NS(C)(=O)=O)cc2C(=O)N([C@@H](C)CO)C[C@H]1C | -1.2 | x
C[C@@H]1CN([C@H](C)CO)C(=O)Cc2cc(NC(=O)Cc3cn(C)c4ccccc34)ccc2O[C@@H]1CN(C)Cc1ccc(Cl)c(Cl)c1 | x | 0.6
Cc1ccc(C(=O)Nc2sc3c(c2C#N)CCCC3)cc1S(=O)(=O)N1CCOCC1 | -15.1 | -1.0
COc1ccc2c3c1OC1CC(O)C=CC31CCN(C)C2 (configuration not stated) | 1.8 | x
O=C1O[C@H](c2ccccc2)[C@H](c2ccccc2)N2[C@H]1[C@@H](C(=O)O)[C@]1(C(=O)Nc3ccc(C#CC4(O)CCCCCC4)cc31)[C@H]2c1ccc(OCCO)cc1 | x | u
Cc1cc(C)c(NC(=O)CSc2nnc(-c3ccccc3)n2-c2ccc(F)cc2)c(C)c1 | -11.5 | -0.6

Two entries from above, with each value named.
> Cc1cc(C)c(NC(=O)CSc2nnc(-c3ccccc3)n2-c2ccc(F)cc2)c(C)c1
  p53 PUMA act = -11.5; STK33 kin inh = -0.6

> Cc1nn(CC(=O)Nc2ccc(O)cc2)c(C)c1[N+](=O)[O-]
  p53 PUMA act = -4.5; STK33 kin inh = -0.5

Record cards (already shown):
Cc1ccc(-c2cc(C(=O)NCCCN3CCOCC3)no2)cc1 reads p53 PUMA act: -10.9; STK33 kin inh: -0.7
O=C(CSc1nnc(-c2ccncc2)n1-c1ccc(Cl)cc1)Nc1ccccc1-c1ccccc1 reads p53 PUMA act: 4.8; STK33 kin inh: 0.1

Continuation.
SMILES | p53 PUMA act | STK33 kin inh
Cc1ccc(NC(=O)CSc2nc3ccccc3c(=O)n2-c2ccccc2)c(C)c1 | 4.9 | 0.3
C[C@@H]1CN([C@@H](C)CO)C(=O)Cc2cc(NS(C)(=O)=O)ccc2O[C@@H]1CN(C)CC1CCCCC1 | x | 2.9
CCN(CC(=O)Nc1ccc(OC)cc1)S(=O)(=O)c1ccc(C)cc1 | 0.6 | 0.0
O=C(Nc1ccccc1Cl)C1CC(=O)n2ncnc2N1 (configuration not stated) | 2.6 | 1.2
Cc1noc(C)c1S(=O)(=O)Nc1ccc2c(c1)C(=O)N([C@H](C)CO)C[C@H](C)[C@@H](CN(C)C(=O)Cc1ccccc1)OCCCC[C@H](C)O2 | -6.1 | x
COc1cc(S(=O)(=O)NC2CC(C)(C)NC(C)(C)C2)c(OC)cc1Br | 12.7 | 0.4
COc1cc(NC(=O)CN(C)S(=O)(=O)c2ccc3ccccc3c2)c(OC)cc1Cl | 14.0 | 2.0
C[C@@H]1CN([C@@H](C)CO)C(=O)c2cc(NC(=O)Nc3ccc(F)cc3)ccc2O[C@@H]1CN(C)C | 1.0 | -2.1
CC1(C)CC[C@@]2(C(=O)O)C(C1)C1=CCC3[C@@]4(C)CC[C@H](O[C@@H]5O[C@H](C(=O)O)[C@@H](O[C@@H]6OC[C@@H](O)[C@H](O)[C@H]6O)[C@H](O)[C@H]5O)C(C)(C)C4CC[C@@]3(C)[C@]1(C)C[C@H]2O (some centres not stated) | 0.4 | -4.6
O=[N+]([O-])c1ccc(NC(=S)NCCCn2ccnc2)cc1 | -4.1 | -2.0
Cc1noc(C)c1S(=O)(=O)Nc1ccc2c(c1)CC(=O)N([C@H](C)CO)C[C@@H](C)[C@H](CN(C)S(=O)(=O)c1cn(C)cn1)O2 | x | 0.3
C[C@@H]1CCCCO[C@H](CN(C)CC2CC2)[C@@H](C)CN([C@H](C)CO)C(=O)c2cc(NC(=O)Cc3ccccc3)ccc2O1 | x | -7.5
CCn1c2ccccc2c2cc(NC(=O)CCN3C(=O)c4ccccc4C3=O)ccc21 | 20.2 | -2.4
C[C@@H]1CCCCO[C@H](CN(C)C(=O)c2ccccc2)[C@H](C)CN([C@@H](C)CO)C(=O)c2cc(NS(C)(=O)=O)ccc2O1 | 0.2 | x
C[C@@H]1CCCCO[C@H](CN(C)C(=O)Nc2cccc3ccccc23)[C@@H](C)CN([C@@H](C)CO)C(=O)c2cc(NC(=O)c3ccncc3)ccc2O1 | -19.9 | x
C[C@H]1CCCCO[C@H](CN(C)S(=O)(=O)c2ccc(Cl)cc2)[C@@H](C)CN([C@@H](C)CO)C(=O)c2cc(NC(=O)Nc3ccc(C(F)(F)F)cc3)ccc2O1 | -9.1 | x
C[C@@H]1CN([C@@H](C)CO)S(=O)(=O)c2ccc(-c3cccc(C(=O)N(C)C)c3)cc2O[C@H]1CN(C)Cc1ccc2c(c1)OCO2 | -24.6 | x
COc1ccc(S(=O)(=O)N(C)C[C@H]2Oc3ncc(/C=C/c4ccccc4)cc3C(=O)N([C@@H](C)CO)C[C@H]2C)cc1 | -3.8 | x
C[C@@H]1CN([C@@H](C)CO)C(=O)c2cc(C3=CCCC3)cnc2O[C@H]1CN(C)C(=O)C1CCCCC1 | 4.4 | x
C[C@@H]1CN([C@H](C)CO)C(=O)c2cccc(NC(=O)Nc3ccc(C(F)(F)F)cc3)c2O[C@H]1CN(C)Cc1ccncc1 | 1.0 | x

Below each compound: p53 PUMA act, STK33 kin inh
C[C@@H]1CN([C@H](C)CO)C(=O)Cc2cc(NC(=O)Nc3cccc4ccccc34)ccc2O[C@H]1CN(C)C
 : x, -1.1
COc1ccc(C(=O)O[C@H]2CC(C)=CCC3(C)CC[C@@](O)(C(C)C)[C@H]23)cc1 (some centres not stated)
 : -15.4, -2.1
C[C@@H]1CN([C@@H](C)CO)C(=O)c2cc(NC(=O)Cn3cnnn3)ccc2O[C@@H]1CN(C)C(=O)Nc1cccc2ccccc12
 : x, -1.8
CC(C)NC(=O)Nc1ccc2c(c1)CC(=O)N([C@H](C)CO)C[C@@H](C)[C@H](CN(C)Cc1ccc(C(=O)O)cc1)O2
 : x, 0.0
COc1ccc(C)cc1NC(=O)NCc1cc(C)n(C)n1
 : 23.8, -4.1
COc1ccc(S(=O)(=O)N(C)C[C@@H]2Oc3ncc(C#Cc4cccc(F)c4)cc3C(=O)N([C@H](C)CO)C[C@@H]2C)cc1
 : x, 3.7
C[C@@H]1CN([C@@H](C)CO)C(=O)c2cccc(NS(C)(=O)=O)c2O[C@H]1CN(C)Cc1ccc(Cl)c(Cl)c1
 : 13.0, x
CC(C)=CCn1cnc(=N)c2[nH]cnc21
 : 9.3, 0.5
C[C@@H]1CN([C@@H](C)CO)C(=O)Cc2cc(NC(=O)Nc3ccc(C(F)(F)F)cc3)ccc2O[C@@H]1CN(C)S(=O)(=O)c1cn(C)cn1
 : x, -3.4
C[C@H](CO)N1C[C@H](C)[C@H](CN(C)C(=O)Nc2ccc(F)cc2)Oc2ncc(C#Cc3ccccc3)cc2C1=O
 : x, -0.8

Below each compound: p53 PUMA act, STK33 kin inh
C[C@@H]1CN([C@H](C)CO)C(=O)c2cccc(NC(=O)c3ccncc3)c2O[C@H]1CN(C)CC1CC1
 : -3.1, x
C[C@H](CO)N1C[C@H](C)[C@H](CN(C)S(=O)(=O)c2ccc(Cl)cc2)Oc2c(NC(=O)Nc3ccc(C(F)(F)F)cc3)cccc2C1=O
 : 3.9, x
COc1ccc(-c2ccc3c(c2)O[C@H](CN(C)C(=O)c2ccccc2F)[C@H](C)CN([C@@H](C)CO)S3(=O)=O)cc1
 : -2.1, x
Cc1ccc(S(=O)(=O)N(C)C[C@@H]2Oc3ccc(NC(=O)Nc4ccc5c(c4)OCO5)cc3CC(=O)N([C@H](C)CO)C[C@@H]2C)cc1
 : x, 0.7
COc1cc(Cl)c(C)cc1NC(=O)CN(C)S(=O)(=O)c1ccc(Br)cc1
 : 3.7, 3.4
CC(C)CNc1nc(Oc2ccc(=O)[nH]n2)nc(N(C)C)n1
 : -2.1, -0.8
Cc1ccccc1-c1nnc(SCC(=O)Nc2cccc(Br)c2)n1C
 : 2.1, 0.5
Nc1nc(-c2cccnc2)nn1C(=O)c1ccco1
 : -0.7, 2.8
C[C@@H]1CN([C@@H](C)CO)C(=O)c2cc(NC(=O)CCN3CCOCC3)ccc2O[C@@H]1CN(C)C(=O)Nc1ccccc1
 : 10.5, x
O=C(CSc1nnc(-c2ccc([N+](=O)[O-])cc2)n1-c1ccccc1)Nc1ccc(Cl)cc1
 : 4.0, -0.6

Below each compound: p53 PUMA act, STK33 kin inh
C[C@@H]1CN([C@@H](C)CO)C(=O)c2cc(NC(=O)CCCN(C)C)ccc2O[C@@H](C)CCCCO[C@@H]1CN(C)Cc1ccc2c(c1)OCO2
 : -1.7, x
O=C(Cn1cc(Br)c([N+](=O)[O-])n1)Nc1ccccc1F
 : -3.4, 1.7
C[C@H]1CN([C@@H](C)CO)C(=O)c2cccc(NS(=O)(=O)c3cccs3)c2O[C@H]1CN(C)Cc1ccc2c(c1)OCO2
 : 4.9, x
CC(CC(N)=O)OC(=O)c1cc(Cl)cc(O)c1O (configuration not stated)
 : x, -1.1
